AMA1 RON2 block: disrupts binding of P. falciparum AMA1 to RON2. AlphaScreen AMA1-biotinylated RON2 peptide binding. Potency, µM (top dose mostly 58.2 µM), for inactives: at the top dose activity change, negative = inhibition, usual class: inhibitors. 0.2% of 360,000 active. AID 720542;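 also: potency is read from the fitted curve at half-maximal effect; 0% = vehicle wells and -100% = peptide control; nearly all actives have a fitted effect of over 45% in size; some results filed as inactive show a strong effect at the top dose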
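AMA1 (3D7) with his tag at 25 nM final met compounds first, then biotinylated RON2 peptide at 25 nM; detection used donor plus acceptor beads, 10 µg/mL apiece, read by AlphaScreen after 30 min at room temperature.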
LmPK inh: inhibitors of Leishmania mexicana pyruvate kinase | Potency, µM (highest dose often 57.5 µM), for inactives: at the top dose activity change, negative = inhibition, usual class: inhibitors | purified LmPK, Kinase-Glo ATP luminescence, 1 h | 0.37% of 290,000 active | Q27686; also: potency is read from the fitted curve at half-maximal effect; % is scaled to controls: 0 for no effect and ±100 for the full control effect
Target sequence (Q27686 whole entry, looked up): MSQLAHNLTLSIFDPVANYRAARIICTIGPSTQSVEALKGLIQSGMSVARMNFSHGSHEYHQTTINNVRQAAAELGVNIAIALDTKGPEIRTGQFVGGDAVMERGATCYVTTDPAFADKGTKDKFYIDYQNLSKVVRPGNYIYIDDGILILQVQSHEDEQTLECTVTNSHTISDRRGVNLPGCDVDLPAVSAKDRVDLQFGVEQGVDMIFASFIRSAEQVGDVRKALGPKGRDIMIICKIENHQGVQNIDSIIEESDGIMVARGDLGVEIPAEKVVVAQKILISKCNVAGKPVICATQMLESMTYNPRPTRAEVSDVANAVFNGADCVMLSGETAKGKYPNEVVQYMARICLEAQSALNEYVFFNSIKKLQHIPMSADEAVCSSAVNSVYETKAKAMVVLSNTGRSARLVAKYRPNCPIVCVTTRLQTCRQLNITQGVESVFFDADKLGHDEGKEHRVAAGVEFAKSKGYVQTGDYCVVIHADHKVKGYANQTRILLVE
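Purified LmPK (0.1 nM) with 0.5 mM PEP and 0.1 mM ADP in imidazole buffer pH 7.2 with MgCl2/KCl, 1 h at room temperature. ATP formed was read by luciferase luminescence and normalized to no-enzyme and uninhibited controls.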
CHX counter: counter-screen for Shiga toxin inhibitors: cycloheximide protein synthesis inhibition; max response, %; 12% of 300,000 active; cell reporter, cycloheximide protein synthesis inhibition counterscreen; in the data active = max response mostly above about 13%, no sharp cut-off; inactive = mostly below about 14%; also: read at 38.3 µM for the half of the compounds with a filed dose; 0% is about no effect
Shiga inhibitor: Shiga toxin inhibition; AID 2315; Vero cells, Shiga toxin protein synthesis inhibition reporter; 9.2% of 290,000 active; inhibition, % at 38.7 µM; in the data active = inhibition mostly above about 28%, no sharp cut-off; inactive = mostly below about 43%; also: 0% is about no effect
Pf growth 48h: inhibits P. falciparum growth in the first generation, 48 h; Potency, µM (titrated, usually from 28.7 µM), without a hit: top-dose activity change, negative = inhibition, most hits filed as inhibitors; P. falciparum luciferase growth in erythrocytes, 48 h; 5.9% of 310,000 active; AID 504832; also: potency is read from the fitted curve at half-maximal effect; % is scaled to controls: 0 for no effect and ±100 for the full control effect
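Growth was read as firefly luciferase luminescence after a 48 h, 37 C, 5% CO2 exposure of compounds to reporter-bearing P. falciparum cultures (0.1% parasitemia, 2% hematocrit final) in Albumax-supplemented RPMI 1640.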
Pf growth 96h: P. falciparum growth inhibition at 96 hours; 6.9% of 320,000 active; AID 504834; P. falciparum luciferase reporter growth, 96 h; Potency, µM (titrated, usually from 28.7 µM), without a hit: at the highest dose activity change, negative = inhibition, actives largely listed as inhibitors; also: potency is read from the fitted curve at half-maximal effect; % is scaled to controls: 0 for no effect and ±100 for the full control effect
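Delayed-death screen, second-generation endpoint: infected erythrocytes, 2% hematocrit, 0.05% parasitemia final; 96 hours at 37 C, 5% CO2; luciferase detection reagent; luminescence decrease equals reduced growth.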
TbPYK inhibitor: T. brucei pyruvate kinase inhibition; Q57TT1; TbPYK enzyme, Kinase-Glo Plus ATP luminescence, 45 min; Potency, µM (titrated, usually from 76.8 µM), without a hit: top-dose activity, negative = inhibition, actives largely listed as inhibitors; 0.12% of 410,000 active; AID 624173; also: potency is read from the fitted curve at half-maximal effect; % is scaled to controls: 0 for no effect and ±100 for the full control effect; nearly all actives have a fitted effect of over 50% in size
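ADP (130 uM final) triggers the TbPYK reaction after compound addition; incubation is 45 min at room temperature. Kinase-Glo Plus is then added and luminescence imaged. Normalized data are fitted to concentration-effect curves.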
Starred values were filed as active, the others as inactive; i = inactive; ? = inconclusive; · = not tested or not shown; & = joins results of further samples; [ ] = dose if it differs, or a comment. Unless noted, calls follow the shape of the dose curve; as a rule, active = well fitted curve in the direction sought with a large enough effect; inconclusive = small, poorly fitted or top-dose-only effect, or another doubt; inactive = no such curve, though single readings can be large; an effect the other way counts as inactive or inconclusive.

SMILES	AMA1 RON2 block	LmPK inh	CHX counter	Shiga inhibitor	Pf growth 48h	Pf growth 96h	TbPYK inhibitor
Cc1cccc(C)c1NC(=O)CNC(=O)c1ccc(NS(=O)(=O)c2ccc3[nH]c(=O)[nH]c3c2)cc1	-3%	·	·	·	2%	0%	-2%
Oc1ccc2ccccc2c1C=NC12CN3CCN(CN(C3)C1)C2	60%[activator]	-4%	8	25	?	?	-2%
COc1cc(-c2nnc(SCC(=O)NC3CCS(=O)(=O)C3)o2)cc(OC)c1OC (centres undefined)	5%	0%	0	-3	11%	10%	3%
O=Cc1ccccc1OCCOc1ccc([N+](=O)[O-])cc1	-3%	1%	26*	43	2%	?	-6%
Cc1ccc2c(COC(=O)c3ccccc3F)cc(=O)oc2c1	-3%	-7%	27*	128*	243%[activator]	223%[activator]	4%
Cc1cc(C)cc(N(CC(=O)NCc2ccc(F)cc2)C(=O)CCC(=O)Nc2ccccn2)c1	-2%	4%	-1	-15	13µM*	-3%	6%
CCCn1c(CCNc2nc(-c3ccc(OC)cc3)cs2)nc2ccccc21	6%	-1%	6.1*	21	?	12µM*	-10%
CC1(C)CC(NC(=O)c2ccc(-c3ccc([N+](=O)[O-])cc3)o2)CC(C)(C)N1	0%	3%	1	24	10µM*	?	-5%
CC1=NN(C(N)=S)C(=O)C1N=Nc1c(C)cc(C)cc1C (centres undefined)	-3%	5%	3	-13	·	4.1µM*	-4%
CCc1nnc(NC(=O)CSc2nccn2-c2cccc(C)c2)s1	0%	14%	-3	-6	·	-28%	6%
Cc1nc(C(F)(F)F)ccc1C(=O)Nc1ccccc1F	7%	4%	21	0	-21%	?	0%
O=C(CCNC(=O)c1ccccc1Cl)Nc1nc2ccccc2s1	4%	-1%	37*	143*	139%[activator]	106%	-9%
O=C(NCc1nnnn1-c1ccc(F)c(F)c1)c1ccc2ccccc2c1	-3%	·	·	·	-8%	?	6%
Fc1cc(F)cc(NC(=S)N2CCN(c3ncccn3)CC2)c1	14%	1%	4	-4	-5%	3%	-8%
CNC(=O)CN(C1CCCCC1)S(=O)(=O)c1ccc(F)cc1	25%	-1%	-3	-8	1%	6%	-1%
COc1c(Cl)cc(Cl)cc1C(=O)n1nc(C)cc1C	12%	8%	-4	9	-17%	298%[activator]	0%
Cc1ccc(SCC(=O)NNC(=O)c2ccccc2)c(C)c1	98%[activator]	-1%	-2	22	-9%	13%	-2%
CCOc1cc(CNn2nnnc2N)ccc1OCC(=O)NC(C)(C)C	10%	1%	-3	-2	-7%	5%	0%
O=C(NCc1ccccc1Cl)c1ccccc1CCc1ccccc1	-2%	-2%	3	24	14%	13%	-1%
CCc1c(C)sc(NC(=O)c2ccco2)c1C#N	14%	-1%	37*	69*	60%[activator]	112%[activator]	-3%
CCCCOP(=O)(c1ccc(N(C)C)cc1)C(O)c1ccccc1F (centres undefined)	2%	3%	-3	-15	?	?	3%
COc1ccccc1N1CCN(C(=O)c2ccc(NS(=O)(=O)c3ccc(C)cc3)cc2)CC1	2%	1%	1	-5	?	18%	2%
O=C(CSc1nc2ccccc2[nH]1)Nc1cc(C(F)(F)F)ccc1N1CCOCC1	-6%	4%	-3	-23	?	5.2µM*	-4%
Cc1cc(C)nc(SCc2nnc(SCc3ccccc3Cl)o2)n1	19%	4%	7	-6	?	·	4%
Cc1cc(C(=O)OCC(=O)N2c3ccccc3NC(=O)C2(C)C)c(C)n1-c1ccccc1	-22%	1%	-3	-3	?	0%	4%
O=C(c1ccccc1)c1sc(N2CCOCC2)nc1-c1ccccc1	26%	-14%	-1	13	?	?	-6%
CC(=O)Nc1ccc(S(=O)(=O)N2CCN(S(=O)(=O)N3CCC(C)CC3)CC2)cc1	-17%	1%	-4	-5	0%	-2%	-2%
COC(=O)c1c(O)cc(C(C)(C)C)n(-c2ccc(F)cc2)c1=O	-10%	2%	-4	-5	8%	21%	2%
COC(=O)C1(C)NC(c2ccc(O)cc2)C2C(=O)N(c3ccccc3)C(=O)C21 (centres undefined)	18%	1%	-3	·	29%	-29%	-7%
O=[N+]([O-])c1ccc(S(=O)(=O)Nc2ccncc2)cc1	4%	0%	-2	·	33%[activator]	5%	8%
CC1(C)C[C@@H]1C(=O)N/C(=C\CCCCSC[C@H](N)C(=O)O)C(=O)O	-10%	·	·	·	-1%&3%	-24%&30%	0%&-1%
COc1ccc(-n2nc3c(c2NC(=O)c2ccccc2S(=O)(=O)C(F)F)CS(=O)(=O)C3)cc1	9%	-2%	-2	17	-12%	?	-4%
O=C(COc1ccccc1)Nc1nc(-c2ccncc2)cs1	-18%	-1%	0	-7	?	?	-11%
Cc1nc2ccc(Br)cn2c1C(=O)N/N=C\c1ccccc1[N+](=O)[O-]	10%	-1%	32	-11	47%[activator]	?	-1%
CC(=O)NC(c1cccs1)c1cc([N+](=O)[O-])c2cccnc2c1O (centres undefined)	-19%	0%	-2	-7	?	?	5%
O=NN(CCc1ccncc1)c1ccc(OCc2ccccc2)cc1	-10%	1%	11	28	?	-1%	3%
O=C1c2ccccc2-c2c1nc1c([n+]2[O-])CCCC1	7%	-5%	1	0	32%[activator]	10%	0%
Cc1c(C#N)c(NC(=O)c2cccc(Cl)c2)n(Cc2ccccc2)c1C	-3%	3%	-1	-4	12µM*	13µM*	5%
Cc1sc2ncnc(NCC(C)(C)N3CCOCC3)c2c1C	6%	-1%	-1	1	·	?	-1%
C=C1N(C)c2cc([N+](=O)[O-])c(N)cc2C1(C)C	?	-8%	8	14	?	?	-15%

In a second layout: results already given
Sequence of screens – AMA1 RON2 block | LmPK inh | CHX counter | Shiga inhibitor | Pf growth 48h | Pf growth 96h | TbPYK inhibitor
> Cc1sc2ncnc(NCC(C)(C)N3CCOCC3)c2c1C
 : 6% | -1% | -1 | 1 | · | ? | -1%
> O=C1c2ccccc2-c2c1nc1c([n+]2[O-])CCCC1
 : 7% | -5% | 1 | 0 | 32%[activator] | 10% | 0%
> COc1ccccc1N1CCN(C(=O)c2ccc(NS(=O)(=O)c3ccc(C)cc3)cc2)CC1
 : 2% | 1% | 1 | -5 | ? | 18% | 2%
> O=NN(CCc1ccncc1)c1ccc(OCc2ccccc2)cc1
 : -10% | 1% | 11 | 28 | ? | -1% | 3%
> Cc1c(C#N)c(NC(=O)c2cccc(Cl)c2)n(Cc2ccccc2)c1C
 : -3% | 3% | -1 | -4 | 12µM* | 13µM* | 5%

New compounds follow
SMILES	AMA1 RON2 block	LmPK inh	CHX counter	Shiga inhibitor	Pf growth 48h	Pf growth 96h	TbPYK inhibitor
CC(C)CCn1c(N2CCOCC2)nc2c1c(=O)n(CC(N)=O)c(=O)n2C	-2%	-5%	-2	-12	7%	23%	0%
Cc1cc(C)nc(Sc2nc(Cl)nc(N(c3ccccc3)c3ccccc3)n2)n1	118%[activator]	9%	6	2	?	·	?
COc1ccc(CCN(C)C(=S)Nc2cccc(C)c2)cc1OC	-9%	-3%	-6	-8	1.7µM*	?	1%
O=C(Cn1nnc(-c2ccccc2)n1)N=Nc1c(O)[nH]c2ccccc12	-11%	17%	8	-5	9%	40%[activator]	-4%
CCOC(=O)N1CCC(NC(=O)c2cccn3c(=O)c4cc(Br)ccc4nc23)CC1	14%	-1%	-2	-12	2.6µM*	59%[activator]	-2%
O=C(Nc1sccc1C(=O)NCc1ccco1)c1cccnc1	-9%	9%	1	8	-4%	-11%	-6%
Cc1cc(C)n(-c2ccc(C(=O)Nc3ccccn3)cc2)n1	-5%	-27%	38*	65*	163%[activator]	25%	1%
Cc1cc(C)nc(NC(N)=NC2CCCCC2)n1	2%	-1%	-2	-9	?	-7%	-6%
Cn1c(Cn2cnc(Cl)c2Cl)nc2ccccc21	4%	-3%	-2	-10	0%	?	0%
O=C1c2cnc3nc(SCc4ccccc4)nn3c2CC2c3ccccc3CCN12 (centres undefined)	7%	-1%	-3	-16	?	?	5%
Cc1nn(C)c(C)c1S(=O)(=O)N1CCC(C(=O)NC2CCCCC2)CC1	6%	-5%	-4	9	5%	9.3µM*	1%
CCOC(=O)C1CCCN(C(=O)CN2C(=O)c3ccccc3C2=O)C1 (centres undefined)	1%	2%	-2	-3	8%	·	3%
Cn1c(-c2cnn(-c3ccccc3)c2N)n[nH]c1=S	83%[activator]	-2%	-1	10	73%[activator]	34%[activator]	?
CCc1c(C)nc2c(Br)cccc2c1SCCC#N	-7%	-3%	-3	-12	?	?	-9%
O=C(COC(=O)/C=C/c1ccc(F)cc1)NC1CCS(=O)(=O)C1 (centres undefined)	-3%	·	·	·	?	7%	-2%
CC1C(=O)CCN(C(C)(C)C)C1C (centres undefined)	5%	0%	-3	-1	?	8.3µM*	-3%
COc1ccc(CNS(=O)(=O)c2ccc(-c3ccc(=O)[nH]n3)o2)cc1	13%	-6%	-1	-6	36%[activator]	-8%	-1%
CCOc1ccccc1OCCCC(=O)NC1=NCCS1	12%	2%	-2	-17	-1%	-9%	5%
CC(=O)Nc1ccc(S(=O)(=O)NCC(=O)OCC(=O)N2CCN(c3ccccc3)CC2)cc1	2%	4%	-5	-2	11%	5%	0%
CC(=O)Nc1nc(-c2cccc3ccccc23)cs1	6%	0%	15*	15	6%	88%[activator]	-30%
O=C(/C=C/c1ccco1)Nc1ccc2c(c1)OCCO2	-10%	0%	30*	69*	i	187%[activator]	-2%
CC(=O)N(C)c1ccc(NC(=O)c2ccco2)cc1	-2%	-19%	30*	152*	61%[activator]	49%[activator]	2%
CS(=O)(=O)NCCC1=CCCCC1	-12%	5%	2	13	46%[activator]	9%	3%
COc1ccc(S(=O)(=O)NCC2CCC(C(=O)NCC(OC)OC)CC2)cc1 (centres undefined)	8%	3%	2	-4	6%	-3%	1%
Cc1cc(C)cc(C(=O)NCC(=O)NCc2ccc(S(N)(=O)=O)cc2)c1	-5%	0%	0	18	-5%[0.00184 µM]	25%	-10%
C/C(=N\NC(=O)c1cccc(S(=O)(=O)N2CCCC2)c1)c1ccc(F)cc1	11%	·	·	·	?	?	-2%
O=C/C=C/c1coc2ccc3ccccc3c2c1=O	-8%	4%	2	10	12%	30%[activator]	3%
C/C(CCN1CCCCc2nc(C)c(C)cc21)=N\O[C@H](C)c1cn([C@H](CO)Cc2ccccc2)nn1	·	2%	-2	-19	?	?	·
COc1ccc(N=C2S/C(=C\c3cc(C)n(C)c3C)C(=O)N2CC(C)C)cc1	3%	2%	2	-15	?	?	-9%
Cc1ccc(-c2nc3c(c(=O)c4ccccc4n3C)c(=O)n2-c2ccc(F)cc2)cc1	-3%	5%	-1	5	8.3µM*	-25%	-8%
COc1ccccc1C1CCN(C(=O)c2cccc([N+](=O)[O-])c2)CC1	-14%	4%	-2	-5	-6%	-22%	3%
CCOc1ccc(C2C=C(c3ccccc3)Nc3nnnn32)cc1 (centres undefined)	11%	0%	58*	131*	43%[activator]	-68%	4%
O=C(NCc1ccccc1)c1cc(-c2cccc(O)c2)on1	8%	0%	25*	61*	50%[activator]	-29%	1%
